High-throughput results as filed in PubChem BioAssay.
POLI inh: DNA polymerase iota (human) inhibition; Potency, µM (titrated, usually from 115 µM), for the others: at the top dose activity, negative = inhibition, most hits filed as inhibitors; Pol iota fluorescent replication assay, 10 min; Q9UNA4; actives 1% (n = 390,000); also: potency is read from the fitted curve at half-maximal effect
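Pol iota at 10 nM preincubated 15 min with compounds at room temperature; reaction started with fluorescent substrate, 50 nM final. Fluorescence read kinetically at 0 and 10 min; buffer-only wells as negative control.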
POLB inh: inhibitors of human DNA polymerase beta; actives 1.3% (n = 340,000); Potency, µM (top dose mostly 114 µM), for the others: at the top dose activity change, negative = inhibition, usual class: inhibitors; P06746; Pol beta primer extension/strand displacement, fluorescence kinetic; AID 485314; also: potency is read from the fitted curve at half-maximal effect; % is scaled to controls: 0 for no effect and ±100 for the full control effect
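Enzyme-only controls used 10 nM Pol beta; buffer lacking enzyme served as negative control. Compound preincubated 15 min, then 50 nM substrate added; 0 and 10 min reads at room temperature.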
APE1 inh: APE1 (human) endonuclease inhibition | actives 0.35% (n = 350,000) | P27695 | AID 2517 | Potency, µM (titrated, usually from 65.8 µM), without a hit: at the top dose activity change, negative = inhibition, hits mostly inhibitors | recombinant APE1, TAMRA/BHQ-2 abasic DNA cleavage fluorescence;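 also: potency is read from the fitted curve at half-maximal effect; plate controls were vehicle for no effect and reference inhibitor for full effect; nearly all actives have a fitted effect of over 55% in size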
Target sequence (P27695 whole entry, looked up): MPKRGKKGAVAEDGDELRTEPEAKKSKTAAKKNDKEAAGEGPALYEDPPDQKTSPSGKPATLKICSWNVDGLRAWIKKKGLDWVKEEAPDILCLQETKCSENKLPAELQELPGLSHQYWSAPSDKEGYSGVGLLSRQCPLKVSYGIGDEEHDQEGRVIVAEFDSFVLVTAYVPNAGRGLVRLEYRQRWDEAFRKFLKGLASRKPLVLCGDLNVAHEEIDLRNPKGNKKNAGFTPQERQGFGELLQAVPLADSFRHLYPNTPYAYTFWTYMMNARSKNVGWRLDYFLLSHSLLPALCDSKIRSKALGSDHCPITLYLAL
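Quantitative HTS: incision of a TAMRA/BHQ-2 double-stranded substrate bearing a tetrahydrofuran abasic site by 0.75 nM APE1 raises fluorescence. Substrate 50 nM final, added after 15 min compound preincubation at room temperature; progress as third-minus-first kinetic read difference.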
POLK inh: blocks human DNA polymerase kappa activity; Q9UBT6; purified Pol kappa, fluorescent DNA synthesis assay, 10 min; Potency, µM (doses to about 107 µM), for the others: top-dose activity, negative = inhibition, hits mostly inhibitors; actives 0.53% (n = 400,000); AID 588579; also: potency is read from the fitted curve at half-maximal effect; % is scaled to controls: 0 for no effect and ±100 for the full control effect
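First, compounds were pin-transferred onto 10 nM Pol kappa. After 15 min at room temperature, substrate was added to 50 nM final. Fluorescence was then measured kinetically at 0 and 10 min.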
Glioma ERSR ind: inducers of ER stress response in human glioma cells; Potency, µM, inactives show at the top dose activation, hits mostly activators; U87-MG GRP78 promoter luciferase reporter, 16 h; actives 0.02% (n = 420,000); also: potency is read from the fitted curve at half-maximal effect; series mostly up to about 76 µM; % of control where 0% means no effect; nearly all actives have a fitted effect of over 35% in size
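Stably transfected U87-MG human glioma cells carrying a GRP78-based luminescent sensor were seeded at 1000 cells/well, pin-dosed with compounds and incubated 16 h. Luciferase reagent was then added, and end-point luminescence was read after 10 min at room temperature.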
BLM inh: inhibitors of human Bloom syndrome helicase BLM | recombinant BLM DNA unwinding, fluorescence dequenching | P54132 | Potency, µM (highest dose often 56.1 µM), without a hit: at the highest dose activity change, negative = inhibition, actives largely listed as inhibitors | actives 0.2% (n = 350,000);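 also: potency is read from the fitted curve at half-maximal effect; plate controls were vehicle for no effect and no enzyme for full effect; nearly all actives have a fitted effect of over 35% in size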
LDHA inh: blocks human lactate dehydrogenase A | actives 0.15% (n = 480,000) | P00338 | purified LDHA, NADH/diaphorase-resazurin fluorescence; active compounds read low | activity change, % (values are at about 110 or 230 µM) | AID 1347041; in the data active = activity change below about -30%; inconclusive = mostly about -25% to -30%;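 also: plate controls were DMSO wells for no effect and wells without enzyme for full effect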
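Enzyme activity of human lactate dehydrogenase 5 (2 nM; 0.06 mM NADH, 0.2 mM pyruvate, 5 min, RT) is measured via a resazurin/diaphorase fluorescence readout of residual NADH.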
Pol eta inh: DNA polymerase eta (human) inhibition. Potency, µM (top dose mostly 114 µM), for the others: at the highest dose activity change, negative = inhibition, most hits filed as inhibitors. Q9Y253. actives 1.2% (n = 390,000). recombinant Pol eta, fluorescent DNA replication assay; also: potency is read from the fitted curve at half-maximal effect; % is scaled to controls: 0 for no effect and ±100 for the full control effect
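Pol eta (10 nM) was preincubated with compounds for 15 min at room temperature, after which fluorescent replication substrate (50 nM final) was added to start the reaction. Fluorescence was read kinetically at 0 and 10 min.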
Apoferritin bind: candidate novel general anesthetic via apoferritin binding. Potency, µM (titrated, usually from 77.5 µM), inactives show top-dose activity change, negative = displacement, hits mostly inhibitors. actives 0.074% (n = 350,000). apoferritin/1-aminoanthracene competitive binding, fluorescence. AID 485281. P02791; also: potency is read from the fitted curve at half-maximal effect; % is scaled to controls: 0 for no effect and ±100 for the full control effect; nearly all actives have a fitted effect of over 20% in size
Target sequence (P02791 2-175 limits assumed): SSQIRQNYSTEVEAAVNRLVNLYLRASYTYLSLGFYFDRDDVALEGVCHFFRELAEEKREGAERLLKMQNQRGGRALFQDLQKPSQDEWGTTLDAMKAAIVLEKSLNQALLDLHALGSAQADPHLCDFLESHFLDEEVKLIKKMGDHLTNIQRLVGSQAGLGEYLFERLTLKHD
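Read-out: endpoint 1-AMA fluorescence, excitation 380 nm and emission 535 nm, after compounds sit 10 min at room temperature with 10 uM horse-spleen apoferritin in 50% saturated 1-AMA/PBS. Values come from four-parameter Hill fits.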
Numbers without * were called inactive; ? = inconclusive; . = no result given; & = joins results of further samples; [ ] = remark or other dose. Unless noted, calls follow the shape of the dose curve; as a rule, active = well fitted curve in the direction sought with a large enough effect; inconclusive = small, poorly fitted or top-dose-only effect, or another doubt; inactive = no such curve, though single readings can be large; an effect the other way counts as inactive or inconclusive. Only part of the results is shown; the hit share may differ from the screen's.

Molecule,POLI inh,POLK inh,Apoferritin bind,Pol eta inh,BLM inh,POLB inh,Glioma ERSR ind,LDHA inh,APE1 inh
CNC(=O)c1c(NC(=O)C2=COCCO2)sc2c1CCCC2,-2%,-13%,-19%,-19%,-3%,-16%,0%,-3,34%
Cc1ccc(SC(C)C(=O)NCC(C)C)cc1 (stereo not given),41%[activator],-4%[60.1 µM],-1%,-9%,0%,-2%,-3%,-1,2%
CCCCNC(=O)Nc1ncn[nH]1,7%,5%,2%,-9%,0%,6%,-4%,-3,0%
CCN1N=C(c2ccccc2)CCC1=O,46%[activator],-3%,-7%,-17%,3%,8%,-2%,-3,-6%
COc1ccc(CCCc2nnc(SCC(=O)N/N=C\c3ccc(O)c(OC)c3)o2)cc1C,7%,-23%,?,-25%,-3%,1%,-5%,1,-6%
COc1ccc(OCC(=O)Nc2ccc(S(=O)(=O)N3CCOCC3)cc2)cc1,25%,-2%,?,-3%,-2%,6%,7%,-4,1%
O=S(=O)(c1ccc(C2CCCCC2)cc1)N1CCCC1,-9%,-5%,-5%,-3%,-10%,42%,-3%,-4,-10%
O=C(CSc1nc(=O)n2ccccc2n1)NC1CCCCC1,55%[activator],-2%,.,-11%,.,.,-4%,0,31%
Cc1cccc(CNc2ccnc(-c3ccc(N(C)C)cc3)n2)c1,.,?,-2%,.,-23%,.,-2%,.,-5%
CCOC(OCC)c1cn(Cc2ccc(C(=O)c3ccccc3)cc2)nn1,26%,2%,-20%,-16%,3%,11%,-2%,-3,1%
CC/C(=C(/c1ccccc1)c1ccc(OCCN(C)C)cc1)c1ccccc1,.,-16%[60.1 µM],-17%,.,-7%,.,-4%,.,2%
COC(=O)N1CCC2(CC1)CN(c1ccccn1)C2,.,-3%[60.1 µM],.,.,-2%,.,-2%,.,-8%
CCN(CC)S(=O)(=O)c1ccc2nc(NC(=O)c3ccco3)sc2c1,9%,-4%,-12%,2%,0%,-21%,0%,-5,2%
CCCNCc1cc(OCC)c(OCC(=O)Nc2ccccc2)cc1Br,28%,-2%,-16%,-22%,13%,-19%,-1%,-4,2%
Cc1cc(-n2c(C)cc(C(=O)CN3C(=O)NC4(CCCCCC4)C3=O)c2C)no1,-7%,-19%,?,-6%,-6%,13%,-2%,-1,-2%
O=C(Nc1cccc2ccccc12)/C(=C/c1ccc([N+](=O)[O-])cc1)NC(=O)c1ccccc1,11%,2%,-13%,-4%,-2%,15%,-4%,-12,5%
COc1ccc(N(C)S(=O)(=O)c2cccc(C(=O)OCC(=O)N3CC(C)CC(C)C3)c2)cc1 (stereo not given),98%[activator],-9%,.,-11%,.,.,-3%,-8,16%
COC(=O)c1ccc(C(=O)N2CCCC(Nc3ccc(C(C)C)cc3)C2)nc1 (stereo not given),-2%,10%,-23%,-18%,1%,7%,6%,3,77%[activator]
Cc1sc(NC(=O)CSc2nnc3scc(-c4ccccc4)n23)c(C#N)c1C,-6%,-12%,-16%,?,-5%,-1%,-4%,-4,-1%
CCc1ccc(S(=O)(=O)/N=C2\C=C(Nc3ccc(C(=O)O)cc3)C(=O)c3ccccc32)cc1,11µM*,-8%,-7%,28µM*,25µM*,-30%,-15%,10,-15%
CCOC(=O)C1(CCOC)CCN(Cc2nc(C(C)C)cs2)CC1,9%,10%,-5%,-7%,-2%,29%,3%,-5,0%
CC(C)(C)OC(=O)NCC1CCC(C(=O)NC[C@H](CC(=O)O)c2ccc(Cl)cc2)CC1 (stereo not given in full),-1%,-25%,8%,-3%,-5%,15%,-1%,0,13%
Cc1c(C)n(Cc2ccccc2)c2ccc(C(=O)NCCN3CCOCC3)cc12,12%,1%,3%,-5%,0%,16%,2%,-5,15%
O=C(Cn1ncc2c([nH]c3ccccc32)c1=O)Nc1cccc(C(F)(F)F)c1,17%,-6%,2%,-4%,0%,23%,-3%,-6,.
COc1ccc(-n2c(=O)[nH]cc(C(=O)N3CCCc4ccccc43)c2=O)cc1,-1%,-7%,-6%,-11%,2%,1%,0%,-1,-7%
Cc1sc2nc(C)n(/N=C/N(C)C)c(=O)c2c1C,-12%,-13%,39%[activator],-5%,0%,7%,-3%,-9,6%
COc1ccc(OC[C@@H](CO)OC)cc1,.,.,-2%[15.3 µM],.,-2%[12.4 µM],.,-4%,.,-4%[12.4 µM]
O=C(Oc1cccc([N+](=O)[O-])c1)N1CCCCC1,24%,-2%,?,-10%,-2%,-2%,-2%,-1,0%
COc1ccc(CNC(=O)C(C)OC(=O)CCN2C(=O)C3CC=CCC3C2=O)cc1 (stereo not given),19%,0%,.,-15%,.,.,-3%,-2,21%
COc1ccccc1CN1CCNC(=O)C1CC(=O)NCC1CCOCC1 (stereo not given),-3%,-6%,-8%,-15%,0%,-6%,-3%,3,51%[activator]
N#CCc1ccc(OC(=O)c2cccnc2Cl)cc1,49%[activator],-4%,.,4%,.,.,?,-7,.
Cc1ccccc1C(=O)NNC(=O)c1ccoc1C,-2%,0%,0%,-6%,-1%,?,-1%,0,3%
CSCC[C@H](NC(=O)N1CCn2c1nc1ccccc12)C(=O)NCc1ccco1,?,-27%,-4%,5%,-10%,?,-2%,-1,1%
COc1ccccc1/C=C(/CC(=O)NCc1ccccc1)c1nc2ccccc2s1,-5%,-31%,-19%,?,-17%,20µM*,-2%,-4,2%
COc1ccc(/C=N/NS(=O)(=O)c2ccc(NC(C)=O)cc2)cc1,23%,-1%,-2%,-19%,4%,0%,0%,-3,0%
CC(C)=CCc1c(O)cc(O)c2c1OC(c1ccc(O)cc1)CC2=O (stereo not given),8%,-2%,.,-10%,.,.,-4%,-3,.
CN(Cc1ccccc1)Cc1c(O)ccc2c(=O)c(-c3ccccc3)c(C(F)(F)F)oc12,?,?,48%[activator],-12%,-7%,26%,-3%,-1,.
Clc1ccc(-n2nnnc2-c2cnc(-c3ccccn3)nc2-c2cccs2)cc1,0%,-7%,-7%,7%,-2%,2%,-1%,-3,-3%
Cc1ccc(C)c(CN2CCCN(Cc3cc(C)ccc3C)S2(=O)=O)c1,101%&-6%[activator],-5%,-5%&4%,-7%&-12%,-8%&-6%,?,-2%&1%,-5&1,11%
CN(C)Cc1c(C(=O)N/N=C/C2CC=CCC2)nnn1-c1nonc1N (stereo not given),12%,7%,0%,-15%,0%,81%,-2%,-7,18%

Entries above that have a nitro group on carbon, in the order listed:
Molecule,POLI inh,POLK inh,Apoferritin bind,Pol eta inh,BLM inh,POLB inh,Glioma ERSR ind,LDHA inh,APE1 inh
O=C(Nc1cccc2ccccc12)/C(=C/c1ccc([N+](=O)[O-])cc1)NC(=O)c1ccccc1,11%,2%,-13%,-4%,-2%,15%,-4%,-12,5%
O=C(Oc1cccc([N+](=O)[O-])c1)N1CCCCC1,24%,-2%,?,-10%,-2%,-2%,-2%,-1,0%

Next part:
Molecule,POLI inh,POLK inh,Apoferritin bind,Pol eta inh,BLM inh,POLB inh,Glioma ERSR ind,LDHA inh,APE1 inh
CCN(CC(=O)Nc1ccc(OC)cc1)C(=O)c1ccc(Cl)c(S(=O)(=O)N2CCCC2)c1,6%,-9%,.,-11%,.,.,-2%,-1,15%
Cc1ccc(S(=O)(=O)n2nc(OC(=O)c3c(F)cccc3Cl)cc2N)cc1,?,-14%,-17%,-2%,-6%,-19%,-3%,2,36%[12.4 µM]
Cc1ccc(C2NC(=NCc3ccccc3)Nc3nc(C)cc(=O)n32)cc1 (stereo not given),48%[activator],-4%,-3%,-18%,1%,18%,-9%,-1,-1%
Cc1sc(NC(=O)CN(Cc2ccccc2)C(=O)C(C)C)c(C(N)=O)c1C,40%,-5%,2%,-21%,-4%,0%,7%,-1,2%
O=C(Cc1cccs1)Nc1ccc(Cl)c(S(=O)(=O)N2CCOCC2)c1,-20%,-4%,.,4%,.,.,-2%,-3,0%
CC1CN(C(=O)CSc2nc(N)cc(N)n2)CC(C)O1 (stereo not given),-7%,-2%,.,-9%,.,.,-5%,-1,5%
CC(C)[C@H](N)C(=O)N[C@@H](CCC(N)=O)C(=O)NCC(=O)N[C@@H](CCC(=O)O)C(=O)N[C@@H](CCC(=O)O)C(=O)N[C@@H](CO)C(=O)N[C@@H](CC(N)=O)C(=O)N[C@@H](CC(=O)O)C(=O)N[C@@H](CCCCN)C(=O)O,.,16%[60.1 µM],10%,.,0%,.,0%,.,-5%
CCN(CC)CCCn1c(=S)[nH]c2cc(C(=O)OC)ccc2c1=O,39%[activator],4%,-13%,-16%,7%,-7%,-2%,0,-1%
Cc1ccc(S(=O)(=O)NNC(=O)C2COc3ccccc3O2)cc1C (stereo not given),-22%,-10%,-6%,-2%,0%,0%,-3%,-2,-2%
O=C(COC(=O)c1cccc(C(=O)OCC(=O)NC2CC2)n1)NC1CC1,86%[activator],-1%,-5%,-3%,0%,48%,6%,-21,0%
CCOc1ncccc1C(=O)NCc1ccccc1Cl,-15%,-12%,-9%,3%,-4%,28%,-3%,-2,12%
O=C(Cn1cnc2c(nnn2-c2ccc(F)cc2)c1=O)NCC1CCCO1 (stereo not given),15%,-1%,-3%,-10%,4%,12%,1%,-7,2%
Cc1ccccc1C(=O)c1cccn1CC(=O)NC(C)c1ccccc1 (stereo not given),-10%,4%,?,-7%,3%,15%,-4%,1,50%[activator]
CCN(C(=O)CSc1nnnn1C)C1CCS(=O)(=O)C1 (stereo not given),3%,-17%,.,-16%,.,.,-3%,-7,2%
CCCS(=O)(=O)N1CC(=O)N(c2ccc(C)cc2C)C(C)(C(=O)NC2CCCCCC2)C1 (stereo not given),-11%,-5%,5%,-3%,0%,3%,-3%,-19,.
